# Bioassay records: PubChem BioAssay, several laboratories
# L929 necroptosis: inhibitors of zVAD-triggered necroptosis, primary screen, L929 cells. L929 zVAD necroptosis rescue, ATP luminescence, 24 h; with zVAD 60 µM. viability rescue, % at 10 µM. 220,000 compounds, 0.38% hits;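 active = activation, scaled between plate controls, above about 75%, limit read from the data; inactive = activation under that limit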;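 also: 0% = zVAD with DMSO and 100% = DMSO alone without zVAD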
# Rad51 HR inh: human RAD51 strand exchange inhibitors, primary screen, biochemical, fluorescence | hRad51 DNA strand exchange, fluorescence dequenching | inhibition, % at 10 µM | AID 1385, 2008 | 200,000 compounds, 0.085% hits | DNA repair protein RAD51 homolog 1 (Homo sapiens), Q06609;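 active = inhibition above 40% at the single screening dose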;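 also: 0% = DMSO control wells and 100% = blanks with heterologous ssDNA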
#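 Material: Human Rad51 nucleoprotein filaments preassembled on unlabelled ssDNA | Also added: Labelled 47-mer dsDNA for strand exchange | Dosing: Single dose, 10 µM final compound | Schedule: 30-min compound preincubation and 15-min exchange, both room temperature | Technique: Fluorescence dequenching at 485/520 nm | Measure: Percent inhibition relative to plate controls and blanks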
# FXIIa inh: human FXIIa protease inhibitors, primary screen, biochemical, 1536-well. Coagulation factor XII (Homo sapiens), P00748. purified FXIIa, Boc-QGR-AMC fluorogenic substrate, 2 h. inhibition, % at 5 µM. 220,000 compounds, 0.3% hits. AID 800, 2007; in the data active = inhibition above about 40%;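 also: 0% = enzyme with no compound and 100% = blank without enzyme; many of its hits are not listed in these tables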
# Hck-Nef inh: inhibitors of Nef-activated human Hck kinase, primary screen, biochemical, Z-Lyte FRET, 384-well, Hck-YEEI; Recombinant Hck-YEEI plus Nef, Z-Lyte FRET kinase assay; 220,000 compounds, 0.68% hits; Tyrosine-protein kinase HCK (Homo sapiens), P08631; inhibition, % at 20 µM; AID 463187, 2010;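 active = Hck-Nef kinase inhibition above about 50%, limit read from the data; inactive = inhibition below that limit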;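 also: 0% = DMSO with Hck plus Nef and 100% = Hck alone without Nef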
# Thrombin inh: human alpha-thrombin inhibitors, primary screen, counter-screen for coagulation protease inhibitor project, biochemical, 1536-well, fluorogenic AMC substrate | Boc-VPR-AMC fluorogenic substrate cleavage | inhibition, % at 5 µM | 220,000 compounds, 0.26% hits | AID 1046, 2008;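 active = inhibition at or above 40%; inactive = inhibition below 40%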;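 also: 0% = enzyme with no compound and 100% = wells without enzyme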
#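 System – human alpha-thrombin protein · Reagent – Boc-VPR-AMC substrate, 15 µM final · Compound – 5 µM single dose in 0.2% DMSO · Schedule – reaction at room temperature · Technique – AMC fluorescence at 355 nm excitation and 460 nm emission · Read-out basis – % inhibition relative to enzyme controls and enzyme-free blanks · Control set – no-compound enzyme wells and no-enzyme blanks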
# TNF necrop inh: inhibitors of TNF-alpha triggered necroptosis, primary screen, cell-based, Jurkat FADD-/-, single concentration. AID 463075, 2010. activation (protection from cell death), % at 10 µM. 220,000 compounds, 0.068% hits. Jurkat FADD-/- TNF necroptosis rescue, ATP luminescence, 24 h; 0 = TNF only, 100 = no-TNF cells;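 active = activation, meaning protection from cell death, of at least 50% relative to plate controls; inactive = activation below 50%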;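 also: necroptosis triggered by 40 ng/mL TNF-alpha added together with compound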
# KLK5 inh: human KLK5 protease inhibitors, primary screen, biochemical, 1536-well; Kallikrein-5 (Homo sapiens), Q9Y337; recombinant hK5, fluorogenic AMC substrate cleavage; inhibition, % at 5 µM; 210,000 compounds, 0.59% hits; AID 873, 2007;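 active = inhibition of 40% or more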;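 also: 0% = enzyme controls without compound and 100% = no-enzyme blanks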
# Cl transport mod: KCC2 cotransporter modulators, thallium flux, primary screen, cell-based, HEK293 KCC2, FluoZin-2 fluorescence, MLSMR; KCC2 cells, thallium flux FluoZin-2 fluorescence; B-score of Tl+ flux slope (higher = more flux/activation; lower = inhibition) at 10 µM; 190,000 compounds, 2.2% hits;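 active = thallium flux slope and its plate-corrected score both differing from the plate sample mean at a set confidence after two filtering rounds, in either direction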;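 also: slope of fluorescence scaled to starting intensity during 10 to 20 s after thallium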
# Target sequence (Q9H2X9 whole entry, looked up): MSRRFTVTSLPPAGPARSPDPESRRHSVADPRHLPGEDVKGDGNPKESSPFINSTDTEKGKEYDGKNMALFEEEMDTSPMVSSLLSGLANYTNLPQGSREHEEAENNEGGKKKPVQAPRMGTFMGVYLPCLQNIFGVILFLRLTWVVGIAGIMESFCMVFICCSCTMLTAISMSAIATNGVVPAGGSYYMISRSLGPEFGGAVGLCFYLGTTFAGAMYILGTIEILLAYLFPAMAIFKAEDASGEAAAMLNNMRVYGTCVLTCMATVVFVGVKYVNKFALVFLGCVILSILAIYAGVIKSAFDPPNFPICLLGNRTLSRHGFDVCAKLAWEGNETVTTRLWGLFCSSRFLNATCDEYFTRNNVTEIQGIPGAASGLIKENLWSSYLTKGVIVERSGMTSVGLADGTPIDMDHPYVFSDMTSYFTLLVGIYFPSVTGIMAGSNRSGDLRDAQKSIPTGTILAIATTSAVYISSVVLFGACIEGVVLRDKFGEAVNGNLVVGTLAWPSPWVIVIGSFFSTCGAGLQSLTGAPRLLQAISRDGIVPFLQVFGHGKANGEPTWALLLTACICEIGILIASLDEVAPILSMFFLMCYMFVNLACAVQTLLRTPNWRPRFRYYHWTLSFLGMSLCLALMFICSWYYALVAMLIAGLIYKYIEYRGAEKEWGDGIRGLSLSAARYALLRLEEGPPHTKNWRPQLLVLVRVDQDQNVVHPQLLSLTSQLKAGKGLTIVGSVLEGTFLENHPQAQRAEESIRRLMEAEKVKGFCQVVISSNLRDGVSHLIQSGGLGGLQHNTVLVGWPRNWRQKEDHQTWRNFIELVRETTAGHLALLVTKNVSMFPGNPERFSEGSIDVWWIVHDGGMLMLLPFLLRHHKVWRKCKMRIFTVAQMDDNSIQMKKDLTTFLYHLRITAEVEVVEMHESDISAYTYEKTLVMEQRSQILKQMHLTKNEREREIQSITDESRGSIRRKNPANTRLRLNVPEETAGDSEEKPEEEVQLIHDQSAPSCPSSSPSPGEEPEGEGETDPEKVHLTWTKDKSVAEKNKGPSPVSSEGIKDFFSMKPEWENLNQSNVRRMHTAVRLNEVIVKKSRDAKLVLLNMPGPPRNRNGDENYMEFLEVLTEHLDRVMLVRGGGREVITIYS
# FXIa inh: human FXIa protease inhibitors, primary screen, biochemical, 1536-well. Coagulation factor XI (Homo sapiens), P03951. purified FXIa, Boc-Glu-Ala-Arg-AMC fluorogenic substrate. inhibition, % at 5 µM. 220,000 compounds, 0.14% hits;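 active = inhibition of at least 40%; inactive = inhibition below 40%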;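 also: fluorescence of freed AMC excited at 355 nm; 0% = enzyme without compound and 100% = no enzyme blank; many of its hits are not listed in these tables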
# * = called active by the depositor; nt = not tested or not shown. The list is partial; rates above refer to the full screens.
mol	L929 necroptosis	TNF necrop inh	FXIa inh	Thrombin inh	Rad51 HR inh	Hck-Nef inh	Cl transport mod	KLK5 inh	FXIIa inh
CS(=O)(=O)N1CCN(c2ccc([N+](=O)[O-])c(NCCN3CCOCC3)c2)CC1	-0.3	-2.7	2	5	nt	-2	0.79	4	19
O=C(CN1CCOCC1)N/N=C/C(Br)=C\c1ccccc1	-0.5	-0.4	-9	4	2	17	0.63	-7	4
O=C(O)CCCCCCNS(=O)(=O)c1ccccc1	-0.2	0.9	0	-2	-7	1	0.3	-21	7
Nc1nc(N2CCN(c3ccc(F)cc3)CC2)n[nH]1	0.5	0.1	-5	-1	13	10	0.61	-11	1
CN1CCN(NC(=O)c2ccc(Cl)c(S(=O)(=O)Nc3ccc(Cl)cc3)c2)CC1	0.6	2.3	2	2	-19	0	0.65	0	16
Cc1sc2ncnc(N/N=C/c3ccccc3O)c2c1C	63	-7.7	-2	-5	-10	-2	-0.7	-82	0
O=C(NCc1ccc[n+](CCCCS(=O)(=O)[O-])c1)c1ccc(OC(F)F)cc1	1.3	-0.7	2	-7	-11	5	0.0058	3	7
COc1ccc2c(c1)[nH]c1c(Cl)ncnc12	4.8	-1.3	3	13	9	3	-1.1	14	4
Cc1ccccc1NC(=O)/C=C/c1cccc(C(F)(F)F)c1	1.9	0.7	5	2	1	2	nt	4	14
CC1(OC(=O)CCc2ccccc2)C(=O)C=C2C=C(c3ccc(C#N)cc3)N(c3ccccc3)C=C2C1=O (stereo not drawn)	-0.3	3.1	3	0	-5	27	0.48	3	9
COc1cccc(-c2nc(CS(=O)(=O)CC(=O)NCCCN3CCc4ccccc4C3)c(C)o2)c1	0.3	-2.3	16	14	0	3	-3.9*	16	27
CC(C)N(C(=O)Cn1cc(SCC(N)=O)c2ccccc21)C(C)C	0.3	-0.3	1	3	5	29	0.25	-7	7
CCOCCCNC(=O)C(NC(=O)c1cnccn1)c1ccc(OC)cc1 (stereo not drawn)	0.9	1.3	0	1	0	3	nt	3	14
O=C(Nc1cccc(C(=O)N2CCOCC2)c1)c1cncc(Br)c1	0.0	-0.6	4	3	4	2	nt	-10	19
CSc1ncc(CN2CCCC(C(=O)c3ccc(C(C)(C)C)cc3)C2)cn1 (stereo not drawn)	2.5	0.6	-3	-16	9	24	0.4	0	4
CCC(=O)NC(c1ccccc1OC)c1ccc2cccnc2c1O (stereo not drawn)	6.7	-12	8	5	nt	6	0.23	-45	8
CC(=O)Nc1nc(SCCCc2ccccc2)n[nH]1	1.2	1.0	5	4	6	7	0.72	-21	17
O=C(Nc1ccccc1N1CCOCC1)c1ccccc1NS(=O)(=O)c1ccc(F)c(F)c1	0.0	-0.4	6	3	-2	6	-1.4	2	12
Oc1ccc(-n2cccc2/C=N/n2cnnc2)cc1	8.0	0.9	-7	-11	-7	16	-1.9	-7	2
Fc1ccc(C2=Nc3cccc4cccc(c34)N2)cc1	2.2	-6.1	-5	-9	-1	25	nt	-3	3
O=S(=O)(Nc1ncccn1)c1ccc(NC(=S)NCCc2ccccc2)cc1	1.5	-0.2	-9	-3	-24	9	0.28	-16	-1
Cc1ccc(NC(=O)c2cc(N3C(=O)C4CC=CCC4C3=O)ccc2N2CCCCC2)cc1 (stereo not drawn)	1.9	-2.2	-8	5	-5	0	nt	10	9
COc1ccccc1Cn1[nH]nnc1=S	-0.2	-1.7	-2	-4	-3	-9	nt	-2	9
CCC1CCCCN1C(=S)Nc1cccc(S(=O)(=O)N(C)C)c1 (stereo not drawn)	0.8	-0.1	0	-2	-12	1	0.41	49*	7
Cc1cc(C)c(NC(=O)CN2C(=O)NC3(CCCCC3)C2=O)c(Cl)c1	0.8	0.5	-3	-14	8	-1	nt	-24	8
CCOC(=O)N1CCN(C(=O)c2ccccc2NC(=O)c2ccc(C(C)(C)C)cc2)CC1	64	2.1	1	-6	-2	1	0.046	-12	-3
Cc1cccc(NC(=O)CN2C(=O)NC(Cc3ccccc3)C2=O)c1 (stereo not drawn)	0.1	2.2	1	4	-2	1	-0.6	-1	26
CCOC(=O)C1CCCN(Cc2nc(Cc3cccc(F)c3)no2)C1 (stereo not drawn)	-0.3	0.5	-2	-3	10	6	0.47	nt	6
CCOc1ccc(C/C(O)=C2\C(=O)CC(C)(C)CC2=NCC(=O)O)cc1OCC	1.6	0.0	2	6	-27	2	0.069	-9	6
OC(c1ccccc1)C(CN1CCOCC1)c1ccccc1 (stereo not drawn)	0.5	1.7	-14	0	-5	22	0.015	2	12
CCCc1[nH]nc2c1C(CCC)C(C#N)=C(N)O2 (stereo not drawn)	-0.1	-2.9	-10	2	4	0	-0.95	9	21
Cc1cc(C)c2ccc3c(C)c(C)nc3c2[nH]1	0.5	-0.5	1	3	nt	14	0.096	-1	6
O=C(Nc1ccccc1F)c1ccc(Br)o1	6.0	-0.8	4	4	4	-1	0.45	-9	15
CCOc1cc(C)c(-c2onc(C(F)(F)F)c2-c2csc(C)n2)c(O)c1	0.0	-0.7	-2	-2	1	1	-0.87	7	16
COc1ccc(-c2nc(CSCC(=O)N3CCN(C)CC3)c(C)o2)cc1OC	0.8	0.5	1	1	-2	2	nt	-1	-11
COC(=O)C1=C(C)N(Cc2ccccc2)C(=O)/C1=C\c1ccco1	0.0	0.4	0	0	0	19	-0.74	-2	2
O=C(Nc1nnc(COc2ccccc2)s1)C1CCN(S(=O)(=O)c2ccc(Cl)cc2)CC1	0.2	-0.2	4	6	0	0	-0.79	-4	16
Cc1cc(=S)c2cccc(C)c2[nH]1	-0.1	-0.7	0	-5	-2	21	nt	18	9
CCCN1Cc2cccc(C(=O)NCc3ccc(C)cc3)c2C1=O	1.0	0.2	-4	1	-10	-14	-2.1	nt	1
O=C(CN1CCN(Cc2ccccc2)CC1)Nc1ccc([N+](=O)[O-])cc1C(=O)Nc1ccccc1F	0.4	-1.0	2	-8	7	1	-2.3	-6	5
CC(c1ccco1)N(C(=O)c1ccccc1F)c1ccccn1 (stereo not drawn)	0.3	-0.5	-4	-7	-1	-8	2.5	-1	5
O=C1CC(C(=O)Nc2cccc3ccccc23)C2(CCCC2)O1 (stereo not drawn)	-0.3	-1.0	-1	-3	3	0	1.1	-1	13
CC(C)(C)NC(=O)CSC(=Nc1cccc(F)c1)NC#N	35	-6.9	1	-1	-1	0	-0.33	6	4
O=C(C[n+]1cc(-c2ccc(Cl)c(Cl)c2)n2c1CCC2)N1c2ccccc2Sc2ccccc21	2.3	4.1	-3	0	8	1	-0.15	-10	11
COc1cc(-c2c(C#N)c(N)nc3c2CCCC3)cc(OC)c1OC	0.9	-1.2	4	0	-1	-1	nt	13	-3
O=c1c2sccc2[nH]c(=S)n1-c1ccccc1	0.5	-0.8	-2	-9	-4	5	0.49	24	-3
O=C(Nc1ccon1)c1cccc(S(=O)(=O)N2CCCCCC2)c1	-0.1	1.2	-2	1	9	-2	0.35	-4	13
C[C@H]1C=C(C(=O)N2CCOCC2)O[C@@H](OCc2ccc(CO)cc2)C1	0.0	0.2	0	-1	nt	14	1.5	-1	5
O=C1Nc2ccccc2/C1=N/c1sc2c(c1C(=O)NCCc1ccccc1)CCCC2	-0.1	-3.4	8	6	nt	-1	2	6	15
CSc1ccccc1C(=O)Nc1cccc(C(C)=O)c1	-0.6	-1.4	2	28	3	-1	nt	45*	27
CCOC(=O)c1ccc(N/C=C\C(=O)c2cccc(OC)c2)cc1	3.1	-0.9	9	0	14	0	0.42	-2	8
COc1ccccc1C(CC(=O)N1CCCC1)c1ccc2c(c1)OCO2 (stereo not drawn)	-1.0	-1.6	2	nt	0	19	-0.65	-4	5
O=C(CSc1ncccc1-c1nc2ccccc2[nH]1)NC1CC1	1.0	-2.0	5	-1	-5	1	-0.95	2	16
c1cnc2ccc(C(c3nnnn3C3CCCC3)N3CCN(c4nc5ccccc5s4)CC3)cc2c1 (stereo not drawn)	0.0	-0.2	22	8	-7	0	-3.3	-8	28
CC(=O)Nc1ccc(S(=O)(=O)N2CCCN(S(=O)(=O)c3ccc(C)cc3)CC2)cc1	-0.5	-1.7	1	-5	-16	4	-1.2	-2	3
COc1ccc(S(=O)(=O)NCc2cccs2)cc1	0.2	6.4	4	0	0	5	0.73	-14	2

# (listing goes on)
mol	L929 necroptosis	TNF necrop inh	FXIa inh	Thrombin inh	Rad51 HR inh	Hck-Nef inh	Cl transport mod	KLK5 inh	FXIIa inh
Cn1cccc1C(=O)NC(=O)CSc1cccc[n+]1[O-]	-0.3	-2.0	5	3	10	1	nt	-9	12
COc1ccc(/C=C(\C#N)C(=O)NCc2cccnc2)cc1OC	15	3.0	-3	-10	5	19	0.35	2	3
COc1ccc2[nH]cc(CCNC(=O)c3ccc([N+](=O)[O-])cc3)c2c1	13	1.0	-1	-3	-6	21	-1.4	2	11
COc1cccc(-c2cc(C(F)(F)F)nc(-n3cc(C)cn3)n2)c1	0.8	0.4	-7	-5	-3	-12	0.79	-18	-8
Cc1nnc(NC(=O)CSc2nnc(CCc3nc4ccccc4[nH]3)n2C)s1	0.0	0.8	5	6	-9	2	-0.051	-12	20
c1ccc2c(c1)Nc1cc3ccccc3cc1S2	1.5	-0.6	-1	-3	4	-2	-0.62	0	3
CNCCOc1nc(N2CCOCC2)nc(C)c1[N+](=O)[O-]	0.9	1.2	8	0	4	4	-0.29	-2	4
CCOC(=O)c1c(C)[nH]c(N=Nc2ccccc2C)c1C	0.0	1.6	5	3	2	7	0.18	0	15
Cc1cc(C)c2nc(-c3ccccn3)cc(C(=O)Nn3cnnc3)c2c1	1.9	-0.1	-4	0	-2	33	-0.38	-20	-5
O=S(=O)(c1ccccc1)c1nc(-c2ccco2)oc1NCCCN1CCOCC1	-0.2	-0.4	-3	2	4	1	-1	4	6
Cc1ccccc1C(=O)/C=C1/SCC(=O)N1C	-0.1	-1.1	-1	2	-18	24	0.3	-11	9
O=c1c(-c2ccco2)[n+]([O-])c2ccccc2n1OCc1c(F)cccc1F	-0.2	4.4	6	-1	nt	19	0.036	3	11
